Screening data: PubChem BioAssay, several laboratories
proCasp3 act: procaspase-3 (human) activation | P42574 | recombinant procaspase-3 D3A, Ac-DEVD-pNA absorbance 405 nm | activation, % at 8.5 µM | 0.11% of 330,000 active | AID 463141;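 active = activation above the mean of all tested compounds plus 3 SD, cut at about 21% in these data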;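 note: 0% = DMSO alone and 100% = DMSO wells spiked with extra 5 µM PC-3 D3A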
Target sequence (P42574 whole entry D9A/D28A/D175A): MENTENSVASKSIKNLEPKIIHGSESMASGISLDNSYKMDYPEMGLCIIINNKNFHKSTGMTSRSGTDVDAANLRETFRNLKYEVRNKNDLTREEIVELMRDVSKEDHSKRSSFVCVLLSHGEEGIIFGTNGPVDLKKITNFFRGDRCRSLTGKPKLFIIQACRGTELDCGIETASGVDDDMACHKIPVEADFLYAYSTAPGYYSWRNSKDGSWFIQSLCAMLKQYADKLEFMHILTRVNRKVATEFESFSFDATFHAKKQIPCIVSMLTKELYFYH
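Technique: 405 nm absorbance of p-nitroaniline, reads at 0 and 120 min; Test system: Procaspase-3 D3A mutant; Incubation: 1 h enzyme-compound preincubation, then 2 h substrate reaction, 25 °C; Repeats: singlicate, each compound tested once; Benchmarks: low control DMSO wells, high control DMSO plus 5 µM PC-3 D3A.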
procasp7 counter: counter-screen: procaspase-7 (human) activation; P55210; recombinant procaspase-7, Ac-DEVD-pNA absorbance 405 nm; D23A/D198A/D206A triple mutant, cannot self-cleave; scale: DMSO 0, 5 µM enzyme 100; activation, % at 8.5 µM; 0.093% of 330,000 active; AID 463210;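 active = percent activation above the screen-wide mean plus 3 SD, cut at about 25% in these data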
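System: Uncleavable procaspase-7 mutant enzyme; Amount: 2 µM procaspase-7 mutant as dispensed; Schedule: 1 h compound preincubation, 2 h substrate cleavage, 25 °C; Measured by: 405 nm absorbance of p-nitroaniline; Evaluation: percent activation from buffer-corrected 0–120 min absorbance change; Control set: low DMSO alone, high DMSO plus 5 µM PC-7.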
GRK2 aptamer HTS: inhibitors of human GRK2 displacing RNA aptamer; 0.59% of 330,000 active; P25098; AID 488847; bead flow cytometry, FAM-aptamer displacement from GRK2; inhibition of aptamer binding, % at 10 µM;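 active = inhibition of aptamer binding above 40%, roughly 3 SD of noise, on plates passing a quality check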;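 note: median bead fluorescence of bound FAM aptamer so fluorescent compounds give negative values; no value below 0 was filed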
Target sequence (P25098 whole entry, looked up): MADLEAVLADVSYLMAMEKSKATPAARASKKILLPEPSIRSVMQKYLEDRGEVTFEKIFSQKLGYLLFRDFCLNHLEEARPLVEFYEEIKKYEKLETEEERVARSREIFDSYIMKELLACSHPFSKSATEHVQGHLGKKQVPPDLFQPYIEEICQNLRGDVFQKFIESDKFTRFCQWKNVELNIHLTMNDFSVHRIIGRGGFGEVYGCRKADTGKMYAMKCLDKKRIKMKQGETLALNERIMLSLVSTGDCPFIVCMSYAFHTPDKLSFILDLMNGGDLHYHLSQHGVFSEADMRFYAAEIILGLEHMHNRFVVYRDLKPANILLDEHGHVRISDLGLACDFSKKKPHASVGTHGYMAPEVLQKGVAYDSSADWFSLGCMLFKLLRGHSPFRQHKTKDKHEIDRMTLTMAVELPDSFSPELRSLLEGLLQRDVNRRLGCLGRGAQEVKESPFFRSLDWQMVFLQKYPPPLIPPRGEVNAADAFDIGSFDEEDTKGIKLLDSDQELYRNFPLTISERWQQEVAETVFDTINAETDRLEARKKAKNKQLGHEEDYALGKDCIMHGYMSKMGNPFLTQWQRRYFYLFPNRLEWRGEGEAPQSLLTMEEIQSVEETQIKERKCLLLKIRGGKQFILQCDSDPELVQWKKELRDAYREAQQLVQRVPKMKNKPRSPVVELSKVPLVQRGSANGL
Starred values were filed as active, the others as inactive.

`C[C@]12c3[nH]c4cc(-c5ccco5)ccc4c3CCN1C(=O)[C@@H](CC(=O)NCC13CC4CC(CC(C4)C1)C3)C[C@@H]2C(=O)N1CCCCC1` gave proCasp3 act -6, procasp7 counter 2 and GRK2 aptamer HTS 0.
For CC(C)CN1CC(COCc2ccccc2)Oc2ccccc2S1(=O)=O (centres undefined) the results were proCasp3 act 2, procasp7 counter 2 and GRK2 aptamer HTS 1.
For CCOC(=O)C1=CN(Cc2cccc(-c3ccc4c(c3)OCO4)c2)S(=O)(=O)N(C)C1C (centres undefined) the results were proCasp3 act -7, procasp7 counter -2 and GRK2 aptamer HTS 6.
CCOC(=O)C1Oc2ccccc2C(c2ccc(OC)cc2)=C1C(=O)OC (centres undefined) was read as proCasp3 act -6, procasp7 counter 9 and GRK2 aptamer HTS 0.
Screening CC[C@]12c3[nH]c4cc(-c5ccco5)ccc4c3CCN1C(=O)[C@@H](CC(=O)NCCCOC)C[C@@H]2C(=O)N1CCN(C(=O)C2CC2)CC1 returned proCasp3 act -11, procasp7 counter 9 and GRK2 aptamer HTS 0.
`O=S(=O)(NCc1ccccc1)c1ccccc1NCc1ccc(Cl)cc1` gave proCasp3 act 0, procasp7 counter -13 and GRK2 aptamer HTS 5.
Screening O=C1[C@@H](c2ccccc2)[C@@H](c2ccccc2)N1c1cccnc1 returned proCasp3 act -7, procasp7 counter 4 and GRK2 aptamer HTS 2.
For COc1ccc(C2/C=C\CN(C(=O)OCC3c4ccccc4-c4ccccc43)CC(=O)N2Cc2cccc(F)c2)cc1 (centres undefined) the results were proCasp3 act -4, procasp7 counter 2 and GRK2 aptamer HTS 1.
Screening CCOC(=O)C1=CN(CC)S(=O)(=O)NC1CC (centres undefined) returned proCasp3 act 2, procasp7 counter 5 and GRK2 aptamer HTS 0.
For COc1ccccc1C1CC(=O)Oc2cc(C)c(Cl)c(C)c21 (centres undefined) the results were proCasp3 act -1, procasp7 counter 8 and GRK2 aptamer HTS 1.
COc1cc(OC)c2c(c1)OC(=O)CC2c1ccc(C)cc1 (centres undefined) was read as proCasp3 act 6, procasp7 counter -6 and GRK2 aptamer HTS 0.
For N#Cc1ccc(S(=O)(=O)NC[C@H]2O[C@@H](n3cnc4c(N)ncnc43)[C@H](O)[C@@H]2O)cc1 the results were proCasp3 act -3, procasp7 counter -5 and GRK2 aptamer HTS 0.
Screening Cc1ccc(-c2cccc(-c3cc(=O)oc4ccc(C(C)(C)C)cc34)c2)cc1 returned proCasp3 act 5, procasp7 counter -1 and GRK2 aptamer HTS 3.
CN(Cc1ccccc1)S(=O)(=O)c1ccccc1Br was read as proCasp3 act -7, procasp7 counter 8 and GRK2 aptamer HTS 0.
For CCOC(=O)C1=C(C)N(C[C@@H]2CC[C@@H](Cc3ccc(-c4ccccc4)cc3)O2)C(=O)NC1c1cccc2ccccc12 (some centres undefined) the results were proCasp3 act -7, procasp7 counter 2 and GRK2 aptamer HTS 0.
CC(C)=CCC/C(C)=C/CNC(=O)C[C@H]1C[C@H](C(=O)N(C(C)C)C(C)C)[C@@]2(C)c3[nH]c4ccc(Cl)cc4c3CCN2C1=O was read as proCasp3 act -6, procasp7 counter 1 and GRK2 aptamer HTS 0.
NS(=O)(=O)c1ccc(N2N=C(c3ccccc3)CC2c2cccc(Cl)c2)cc1 (centres undefined) was read as proCasp3 act 39*, procasp7 counter 44* and GRK2 aptamer HTS 1.
`CC[C@]12c3[nH]c4cc(CCC(=O)N(C)C)ccc4c3CCN1C(=O)[C@@H](CC(=O)NCCCOC)C[C@@H]2C(=O)N1CCN(C(=O)c2ccco2)CC1` gave proCasp3 act 4, procasp7 counter 7 and GRK2 aptamer HTS 0.
`CCOC(=O)C1=C(c2ccccc2)c2ccccc2OC1C(=O)OCC` (centres undefined) gave proCasp3 act 4, procasp7 counter 6 and GRK2 aptamer HTS 1.
COc1ccc2[nH]c3c(c2c1)CCN1C(=O)C(CC(=O)NCCCN(C)C)C[C@H](C(=O)N2CCCCC2)[C@@]31C (some centres undefined) was read as proCasp3 act -2, procasp7 counter 2 and GRK2 aptamer HTS 1.
`COc1ccc(NC(=O)NC[C@@H]2CC[C@@H](Cc3ccc(-c4ccccc4)cc3)O2)cc1` gave proCasp3 act -7, procasp7 counter -2 and GRK2 aptamer HTS 0.
For COC(=O)c1ccc(CNC(=O)Cn2cnc3c(NCc4ccccc4)ncnc32)cc1 the results were proCasp3 act 3, procasp7 counter -3 and GRK2 aptamer HTS 3.
`COc1ccc2[nH]c3c(c2c1)CCN1C(=O)C(CC(=O)NCC24CC5CC(CC(C5)C2)C4)C[C@H](C(=O)N2CCCCC2)[C@@]31C` (some centres undefined) gave proCasp3 act -9, procasp7 counter 12 and GRK2 aptamer HTS 0.
COc1ccc(-c2ccc(-c3cc(=O)oc4cc(OC)c(OC)c(OC)c34)cc2)cc1OC was read as proCasp3 act -14, procasp7 counter 1 and GRK2 aptamer HTS 1.
`COCCCNC(=O)C[C@H]1C[C@H](C(=O)N2CCOCC2)[C@@]2(CCC3CCCC3)c3[nH]c4cc(-c5ccco5)ccc4c3CCN2C1=O` gave proCasp3 act -14, procasp7 counter -15 and GRK2 aptamer HTS 0.
For C=C1c2cccc(OC)c2O[C@H](C(=O)OCC)[C@@H]1CCCCCC the results were proCasp3 act -1, procasp7 counter 7 and GRK2 aptamer HTS 3.
For CC[C@]12c3[nH]c4ccc(OC)cc4c3CCN1C(=O)C(CC(=O)NCCC1=CCCCC1)C[C@@H]2C(=O)N1CCN(C(=O)C2CC2)CC1 (some centres undefined) the results were proCasp3 act 8, procasp7 counter 5 and GRK2 aptamer HTS 6.
Cc1ccc(S(=O)(=O)NCCCNS(=O)(=O)c2ccccc2Br)cc1 was read as proCasp3 act -2, procasp7 counter 10 and GRK2 aptamer HTS 2.
`CCN1C(=O)[C@H]2[C@H]3CN=C(SCc4ccc(OC)cc4)N3[C@@](CC)(C(=O)OC)[C@H]2C1=O` gave proCasp3 act -3, procasp7 counter -1 and GRK2 aptamer HTS 4.
For O=C(C[C@H]1C[C@H](C(=O)N2CCOCC2)[C@@]2(CCC3CCCC3)c3[nH]c4cc(-c5ccco5)ccc4c3CCN2C1=O)NCc1cccc(C(F)(F)F)c1 the results were proCasp3 act -2, procasp7 counter -1 and GRK2 aptamer HTS 0.

2 compounds drawn at random from those above:
`CC[C@]12c3[nH]c4cc(CCC(=O)N(C)C)ccc4c3CCN1C(=O)[C@@H](CC(=O)NCCCOC)C[C@@H]2C(=O)N1CCN(C(=O)c2ccco2)CC1` gave proCasp3 act 4, procasp7 counter 7 and GRK2 aptamer HTS 0.
CC(C)=CCC/C(C)=C/CNC(=O)C[C@H]1C[C@H](C(=O)N(C(C)C)C(C)C)[C@@]2(C)c3[nH]c4ccc(Cl)cc4c3CCN2C1=O was read as proCasp3 act -6, procasp7 counter 1 and GRK2 aptamer HTS 0.

(next part)
CCCN1C(C)C(C(=O)OCC)=CN(Cc2ccc(Br)cc2)S1(=O)=O (centres undefined) was read as proCasp3 act 6, procasp7 counter 1 and GRK2 aptamer HTS 0.
Cc1cc2oc(=O)cc(-c3ccccc3)c2c(C)c1-c1ccc(CO)cc1 was read as proCasp3 act -4, procasp7 counter 2 and GRK2 aptamer HTS 4.
For CC[C@]12c3[nH]c4ccc(Cl)cc4c3CCN1C(=O)[C@@H](CC(=O)NCCCn1ccnc1)C[C@@H]2C(=O)N1CCN(C(=O)C2CC2)CC1 the results were proCasp3 act -7, procasp7 counter 7 and GRK2 aptamer HTS 2.
For COC(=O)[C@@]1(C)[C@H]2C(=O)N(Cc3ccccc3)C(=O)[C@H]2[C@H]2CN=C(SCC(=O)c3ccccc3)N21 the results were proCasp3 act -19, procasp7 counter -33 and GRK2 aptamer HTS 2.
`COc1ccc(-c2c(C)cc3oc(=O)cc(-c4ccccc4)c3c2C)cc1` gave proCasp3 act 1, procasp7 counter 2 and GRK2 aptamer HTS 5.
`CCOC(=O)C1=C(C)N(C[C@@H]2CC[C@@H](Cc3ccc4cc(OC)ccc4c3)O2)C(=O)NC1c1ccc(OC)cc1` (some centres undefined) gave proCasp3 act -4, procasp7 counter 9 and GRK2 aptamer HTS 4.
Screening CCN(CC)C(=O)[C@H]1C[C@H](CC(=O)NCCCN(C)C)C(=O)N2CCc3c([nH]c4cc(-c5ccco5)ccc34)[C@]12C returned proCasp3 act 0, procasp7 counter 6 and GRK2 aptamer HTS 0.
CC(C)N(C(=O)[C@H]1C[C@H](CC(=O)NCCC2=CCCCC2)C(=O)N2CCc3c([nH]c4ccc(Cl)cc34)[C@]12C)C(C)C was read as proCasp3 act 6, procasp7 counter 1 and GRK2 aptamer HTS 0.
O=C(Cn1cnc2c(NCc3ccccc3)ncnc21)NCC1CCCO1 (centres undefined) was read as proCasp3 act -7, procasp7 counter 12 and GRK2 aptamer HTS 0.
Cc1ccc(C)c(N2CCN(C(=O)CCc3nc(-c4ccccc4)no3)CC2)c1 was read as proCasp3 act 2, procasp7 counter 5 and GRK2 aptamer HTS 0.
CN(C)C(=O)CCc1ccc2c3c([nH]c2c1)[C@]1(CCC2CCCC2)[C@@H](C(=O)N2CCOCC2)C[C@H](CC(=O)NCCCn2ccnc2)C(=O)N1CC3 was read as proCasp3 act -2, procasp7 counter -6 and GRK2 aptamer HTS 7.
For CC(C)N(C(=O)[C@H]1C[C@H](CC(=O)NCCCn2ccnc2)C(=O)N2CCc3c([nH]c4ccc(Cl)cc34)[C@]12C)C(C)C the results were proCasp3 act 9, procasp7 counter 4 and GRK2 aptamer HTS 2.
For C=CCOC1=CS(=O)(=O)N(Cc2ccc(Br)cc2)c2ccc(Br)cc21 the results were proCasp3 act -3, procasp7 counter 5 and GRK2 aptamer HTS 0.
Nc1ncnc2c1ncn2[C@@H]1O[C@H](CNC(=O)[C@@H]2CCC(=O)N2)[C@@H](O)[C@H]1O was read as proCasp3 act -1, procasp7 counter 12 and GRK2 aptamer HTS 24.
`COc1ccc2[nH]c3c(c2c1)CCN1C(=O)C(CC(=O)NCC24CC5CC(CC(C5)C2)C4)C[C@H](C(=O)N2CCOCC2)[C@@]31CCC1CCCC1` (some centres undefined) gave proCasp3 act 1, procasp7 counter 24 and GRK2 aptamer HTS 1.

Brought forward from above: 2 entries, then new ones.
Nc1ncnc2c1ncn2[C@@H]1O[C@H](CNC(=O)[C@@H]2CCC(=O)N2)[C@@H](O)[C@H]1O was read as proCasp3 act -1, procasp7 counter 12 and GRK2 aptamer HTS 24.
`COc1ccc2[nH]c3c(c2c1)CCN1C(=O)C(CC(=O)NCC24CC5CC(CC(C5)C2)C4)C[C@H](C(=O)N2CCOCC2)[C@@]31CCC1CCCC1` (some centres undefined) gave proCasp3 act 1, procasp7 counter 24 and GRK2 aptamer HTS 1.
`CCCCN1CC[C@@H]2C=CC[C@H](C(=O)OC)[C@@H]2C1=O` gave proCasp3 act 5, procasp7 counter -11 and GRK2 aptamer HTS 2.
For Cc1ccc(S(=O)(=O)N2C[C@@H]3[C@H]4CC[C@H](C4)[C@@H]3[C@@H](C)[C@H]2c2ccn(Cc3ccccc3)c2)cc1 the results were proCasp3 act 0, procasp7 counter 3 and GRK2 aptamer HTS 1.
Cc1ccc(C)c(N2CCN(C(=O)CCc3nc(-c4ccccc4Br)no3)CC2)c1 was read as proCasp3 act 1, procasp7 counter 11 and GRK2 aptamer HTS 0.
For O=S(=O)(NCCc1ccc(F)cc1)c1ccc(F)cc1Br the results were proCasp3 act 1, procasp7 counter 1 and GRK2 aptamer HTS 0.
`CCN(CC)C(=O)[C@H]1C[C@H](CC(=O)NCCc2ccccn2)C(=O)N2CCc3c([nH]c4ccc(Cl)cc34)[C@]12C` gave proCasp3 act 7, procasp7 counter 2 and GRK2 aptamer HTS 0.
Screening CCN(CC)C(=O)[C@H]1C[C@H](CC(=O)NCCCOC)C(=O)N2CCc3c([nH]c4cc(CCC(=O)N(C)C)ccc34)[C@]12C returned proCasp3 act 2, procasp7 counter 6 and GRK2 aptamer HTS 0.
`Cc1cc2oc(=O)cc(-c3ccccc3)c2c(C)c1-c1ccc(C#N)cc1` gave proCasp3 act 5, procasp7 counter 1 and GRK2 aptamer HTS 4.
`COc1ccc(C2CC(=O)Oc3cc4c(cc32)OCO4)cc1` (centres undefined) gave proCasp3 act 0, procasp7 counter -3 and GRK2 aptamer HTS 11.
Screening COc1ccc2[nH]c3c(c2c1)CCN1C(=O)C(CC(=O)NCc2cccc(C(F)(F)F)c2)C[C@H](C(=O)N(C(C)C)C(C)C)[C@@]31C (some centres undefined) returned proCasp3 act -4, procasp7 counter 4 and GRK2 aptamer HTS 0.
Screening CC[C@@H]1C(c2ccccc2)=NN(c2ccc(Br)cc2)[C@H]1C(=O)N1CCOC1=O returned proCasp3 act -4, procasp7 counter 17 and GRK2 aptamer HTS 0.

Grouped by structure, those above containing a cyano group.
For N#Cc1ccc(S(=O)(=O)NC[C@H]2O[C@@H](n3cnc4c(N)ncnc43)[C@H](O)[C@@H]2O)cc1 the results were proCasp3 act -3, procasp7 counter -5 and GRK2 aptamer HTS 0.
`Cc1cc2oc(=O)cc(-c3ccccc3)c2c(C)c1-c1ccc(C#N)cc1` gave proCasp3 act 5, procasp7 counter 1 and GRK2 aptamer HTS 4.

The list is partial; rates above refer to the full screens.
